# Compound activity as filed in PubChem.
# GoLoco inh red = RGS12 GoLoco-Gai1 interaction inhibition. P63096. Gai1:RGS12 GoLoco peptide FP, rhodamine, 10 min. Potency, µM (top dose mostly 61.6 µM), without a hit: at the highest dose activity, negative = inhibition, actives largely listed as inhibitors. hit rate 0.44% among 230,000; active = well fitted inhibition curve with a large enough effect, not every such curve was filed as active; inactive = no such curve, though single readings can be large or run the other way; also: % is scaled to controls: 0 for no effect and ±100 for the full control effect; nearly all actives have a fitted effect of over 30% in size; many of its hits are not listed in these tables
# Target sequence (P63096 whole entry, looked up): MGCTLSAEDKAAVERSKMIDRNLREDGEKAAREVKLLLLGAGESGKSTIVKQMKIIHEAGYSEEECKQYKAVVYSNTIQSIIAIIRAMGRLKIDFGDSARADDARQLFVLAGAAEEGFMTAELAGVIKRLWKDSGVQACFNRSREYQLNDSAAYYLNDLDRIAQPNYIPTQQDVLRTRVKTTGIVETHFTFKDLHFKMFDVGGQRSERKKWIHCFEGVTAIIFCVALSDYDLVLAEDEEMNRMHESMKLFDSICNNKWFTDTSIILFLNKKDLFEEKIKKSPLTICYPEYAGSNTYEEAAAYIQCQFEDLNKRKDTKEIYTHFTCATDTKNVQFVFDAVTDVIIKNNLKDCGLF
# GAA glycogen mod = alters human alpha-glucosidase cleavage of glycogen; P10253; recombinant GAA, glycogen substrate, Amplex Red glucose oxidase fluorescence; Potency, µM (doses to about 76.4 µM), for inactives: top-dose activity change, negative = inhibition, most hits filed as inhibitors; hit rate 0.38% among 300,000;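 also: 0% = full enzyme reaction and -100% = no-enzyme basal signal; the screen sought inhibitors and activators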
#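 Recombinant human alpha-glucosidase (4 nM final) hydrolysed bovine liver glycogen (30 ug) for 40 min at 37 C in pH 5.0 citrate/phosphate with 0.01% Tween-20. Released glucose detected by glucose oxidase/Amplex Red, Ex 573/Em 610 nm. Compounds up to 77 uM; AC50 from Hill fits.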
# ALDH1A1 inh = blocks purified human ALDH1A1 activity | Purified ALDH1A1, NADH fluorescence, propionaldehyde substrate | P00352 | AID 1030 | Potency, µM (doses to about 75.3 µM), without a hit: at the top dose activity, negative = inhibition, most hits filed as inhibitors | hit rate 7.3% among 220,000; active = well fitted inhibition curve with a large enough effect, not every such curve was filed as active; inconclusive = small, poorly fitted or top-dose-only effect, or another doubt; inactive = no such curve, though single readings can be large or run the other way;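 also: plate controls were no enzyme wells and a reference inhibitor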
# SMN2 splice up = enhancers of SMN2 splice variant expression; HEK293 SMN2-luciferase splicing reporter, luminescence, 30-36 h; Potency, µM (top dose mostly 46.1 µM), without a hit: top-dose activity change, positive = activation, actives largely listed as activators; hit rate 2.8% among 210,000; AID 1458; also: % of control where 0% means no effect; nearly all actives have a fitted effect of over 55% in size
#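 qHTS luciferase splicing reporter: luminescence rises when SMN2 exon 7 is included in transfected HEK293 cells. Compound exposure lasted 30-36 h at 37C, with 4.5 mM final sodium butyrate as control, followed by a ONE-Glo read.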
# GAA inh = alpha-glucosidase (human) inhibition. Potency, µM (titrated, usually from 76.9 µM), for the others: at the highest dose activity change, negative = inhibition, most hits filed as inhibitors. purified human GAA, 4-MU-alpha-glucoside fluorescence. hit rate 0.005% among 200,000;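 also: plate controls were uninhibited enzyme wells for no effect and no-enzyme background for full effect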
#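 Activity normalized between no-enzyme (basal) and enzyme-only wells. Conditions: 4 nM human enzyme, 400 uM fluorogenic substrate, citrate/phosphate pH 5.0 with Tween-20, 20 min room temperature, compounds up to 77 uM.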
# aGlu spleen mod = inhibits or activates alpha-glucosidase in human spleen homogenate. human spleen homogenate, 4-MU-alpha-glucoside fluorescence. Potency, µM (doses to about 79.9 µM), without a hit: top-dose activity change, negative = inhibition, most hits filed as inhibitors. hit rate 0.006% among 240,000. AID 2112;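 also: 0% = enzyme with vehicle and -100% = no enzyme basal signal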
#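 AC50 values come from Hill-equation fits of concentration-response data, normalized to no-enzyme and full-activity controls. Enzyme source: 1 ug human spleen homogenate; 1 mM fluorogenic 4-MU glucoside, pH 5.0 citrate buffer, 37 C, 40 min.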
# JMJD2E inh = JMJD2E (human) inhibition | B2RXH2 | JMJD2E catalytic domain, FDH-coupled NADH fluorescence (FDH is formaldehyde dehydrogenase) | Potency, µM (highest dose often 57.1 µM), for inactives: at the highest dose activity change, negative = inhibition, usual class: inhibitors | hit rate 1.6% among 230,000 | AID 2147; active = well fitted inhibition curve with a large enough effect, not every such curve was filed as active; inconclusive = small, poorly fitted or top-dose-only effect, or another doubt; inactive = no such curve, though single readings can be large or run the other way;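 also: 0% = wells with enzyme and -100% = buffer wells without enzyme; nearly all actives have a fitted effect of over 50% in size; many of its hits are not listed in these tables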
# Target sequence (B2RXH2 1-337 limits assumed): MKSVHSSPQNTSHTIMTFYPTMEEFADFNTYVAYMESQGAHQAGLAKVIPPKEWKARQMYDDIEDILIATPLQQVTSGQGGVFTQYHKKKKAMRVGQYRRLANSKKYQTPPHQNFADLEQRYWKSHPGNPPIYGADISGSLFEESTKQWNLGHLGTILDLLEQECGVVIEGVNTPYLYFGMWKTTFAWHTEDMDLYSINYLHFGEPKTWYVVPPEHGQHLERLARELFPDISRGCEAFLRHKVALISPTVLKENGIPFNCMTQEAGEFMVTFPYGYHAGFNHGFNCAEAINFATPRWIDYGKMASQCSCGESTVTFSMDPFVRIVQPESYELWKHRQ
# GLA spleen mod = alpha-galactosidase A (human) modulation; P06280; human spleen homogenate, 4MU-alpha-Gal fluorescence, 40 min; Potency, µM (doses to about 80 µM), for inactives: top-dose activity change, negative = inhibition, hits mostly inhibitors; hit rate 0.008% among 240,000; AID 2107;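 also: 0% = enzyme with vehicle and -100% = no enzyme basal signal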
# Target sequence (P06280 32-429 limits assumed): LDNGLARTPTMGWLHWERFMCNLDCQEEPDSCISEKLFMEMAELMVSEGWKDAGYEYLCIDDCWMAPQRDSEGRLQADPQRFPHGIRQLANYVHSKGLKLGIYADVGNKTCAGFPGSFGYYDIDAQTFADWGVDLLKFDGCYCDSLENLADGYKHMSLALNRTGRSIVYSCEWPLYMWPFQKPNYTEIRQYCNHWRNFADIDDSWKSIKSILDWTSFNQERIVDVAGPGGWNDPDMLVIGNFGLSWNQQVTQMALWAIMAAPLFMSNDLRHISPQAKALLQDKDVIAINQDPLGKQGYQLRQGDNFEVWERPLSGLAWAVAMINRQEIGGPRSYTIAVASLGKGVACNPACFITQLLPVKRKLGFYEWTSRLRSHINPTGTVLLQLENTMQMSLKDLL
#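 Human spleen homogenate (1 ug) as enzyme source, 4-methylumbelliferyl-alpha-D-galactopyranoside 1 mM final, citrate/phosphate pH 5.0 with 0.01% Tween-20. Compounds 40 min at 37C, NaOH/glycine stop; fluorescence Ex 365/Em 440, Hill-fit AC50.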
# * hit, by the source's call; ? = inconclusive; / = no result given; & = joins results of further samples; [ ] = dose if it differs, or a comment. Unless noted, calls follow the shape of the dose curve; as a rule, active = well fitted curve in the direction sought with a large enough effect; inconclusive = small, poorly fitted or top-dose-only effect, or another doubt; inactive = no such curve, though single readings can be large; an effect the other way counts as inactive or inconclusive. Potency is read from the fitted curve at half-maximal effect. The list is partial, so the mix of outcomes need not match the whole.
SMILES,GoLoco inh red,GAA glycogen mod,ALDH1A1 inh,SMN2 splice up,GAA inh,aGlu spleen mod,JMJD2E inh,GLA spleen mod
O=C(/C=C/c1ccc2c(c1)OCO2)N1CCN(c2ccccc2F)CC1,10%,6%,?,6%,-11%,-9%,?,-1%
Cc1cc(C(=O)Nc2nc3c(s2)CCCC3)no1,3%,-8%,11µM*,?,-3%,-1%,0%,6%
CN(C)S(=O)(=O)c1ccc(C(=O)OCc2nnc(-c3ccccc3)o2)cc1,-1%,-17%,/,/,/,-3%,2%,4%
COc1cc(-c2[nH]ncc2CN2CCSCC2)cc(OC)c1OC,-2%,0%,/,/,/,-2%,4%,5%
Cc1cccc(NC(=O)C2CCN(S(=O)(=O)c3c(C)[nH]c(=O)[nH]c3=O)CC2)c1,12%,4%,1%,-12%,-3%,5%,0%,3%
CC(C)OC(=O)N(C)c1ccc(C(O)(C(F)(F)F)C(F)(F)F)cc1,3%,-12%,13%,-21%,-3%,-5%,0%,1%
Cc1ccc(C(C)C)c(OCCNS(C)(=O)=O)c1,0%,7%,8%,-4%,-4%,-10%,0%,-11%
O=[N+]([O-])c1ccc(OCc2cnc(Cl)s2)c([N+](=O)[O-])c1,21%,-2%,-5%,2%,7%,2%,?,-5%
CN1C2C=C(N(CCc3c[nH]c4ccccc34)C(=O)c3ccc(Cl)cc3)CC1CC2 (stereo not given),4%,-5%,1%,-1%,-7%,3%,3%,1%
CCOC(=O)NCc1ccc(Cl)c(Cl)c1,7%,-2%,6%,?,-11%,2%,2%,2%
C/C(CCN1CCc2nc(-c3ccccc3)c(-c3ccccc3)cc2C1)=N\OC[C@@H](C)[C@H](OCc1ccccc1)C(C)C,9%,4%,15%[13.5 µM],-25%,-3%[15.4 µM],3%[17.4 µM],?,11%[17.5 µM]
O=S(=O)(c1ccccc1)N1CCN(C(=S)NCCCN2CCOCC2)CC1,5%,-2%,-3%,-4%,-6%,7%,1%,6%
COc1ccc(-c2cnc(NCc3cc4c(cc3[N+](=O)[O-])OCO4)n2C)cc1,-9%,?,?,11%,-31%,-2%,?,-3%
Cc1nc(-c2ccccc2)[nH]c(=O)c1Oc1ccc(Cl)cc1Cl,6%,7%,4%,/,-6%,-6%,-1%,-2%
CCN(CC)C(=O)c1sc(NC(=O)c2cccs2)c(C#N)c1C,8%,-5%,2%,/,7%,2%,-9%,10%
CCOC(=O)Nc1ccc(S(=O)(=O)N(C)C(C)C)cc1,0%,12%,?,7%,4%,-1%,-17%,5%
COc1ccc(/C=N/Nc2ccccn2)cc1OC,18%,?,/,/,/,-6%,-17%,-7%
Cn1cnnc1SCc1ccc(C#N)cc1,-2%,-9%,9%,1%,-1%,-10%,6%,6%
Cc1nn2c(N3CCN(CCO)CC3)c3c(nc2c1-c1ccccc1)CCCC3,28%,-3%,/,/,/,-5%,5%,3%
Cn1c(=O)c2c(nc(Br)n2C)n(C)c1=O,5%,7%,9%,23%,4%,6%,3%,19%
Cc1ccc(Nc2nc(N)c([N+](=O)[O-])c(N3CCCC(C)C3)n2)cc1C (stereo not given),-4%,13%,0%,-40%[inhibitor],2%,-6%,-3%,3%
O=C(Nc1ccc(Cl)c(Cl)c1)Nc1ccc(N2CCCC2)c(S(=O)(=O)Nc2ccccc2Cl)c1,3%,-23%,7%,-46%[inhibitor],-4%,5%,?,1%
C#CCOCCOCCOCCNc1nc(N2CCN(C(=O)[C@H](CCC(=O)O)n3cc(C(N)Cc4ccc(O)cc4)nn3)CC2)nc(N2CCN(C(=O)[C@H](Cc3ccc(O)cc3)n3cc(C(N)CC(C)C)nn3)CC2)n1 (stereo not given in full),1%,3%,/,/,/,-4%,?,-2%
COc1ccc(-c2nc(N)n(C(=O)c3ccccc3)n2)cc1,19%,-8%,-12%,6%,5%,-1%,?,10%
S=c1[nH]nc(-c2cc(-c3ccccc3)n[nH]2)n1/N=C/c1cccs1,6%,-4%,10%,/,-1%[15.4 µM],5%,-15%,2%
COc1cc(OC)cc(C(=O)Nc2nc3ccc(S(C)(=O)=O)cc3s2)c1,6%,-6%,?,?,-5%,6%,?,-3%
CCn1c(SCC(=O)NCCOC)nc2sc3c(c2c1=O)CCCC3,0%,-13%,?,-1%,?,4%,?,9%
CC(Oc1ccc(Cl)cc1Cl)c1nc(-c2ccccn2)no1 (stereo not given),4%,4%,9%,28%,-5%,-4%,-3%,5%
CC(C)CCNC(=O)C1CC(c2ccccc2C(F)(F)F)=NO1 (stereo not given),0%,6%,/,/,/,-4%,-5%,-2%
Cc1cccc(NC(=O)COc2ccc(/C=N\n3cnnc3)cc2)c1,6%,-6%,-12%,9%,-7%,1%,3%,2%
CCOC(=O)Cc1csc(N/N=C/c2ccc(Cl)cc2)n1,15%,?,-1%,/,6%,-3%,-7%,1%
COCCCNC(=O)C1CC(=O)OC1c1ccc(OC)c(OC)c1 (stereo not given),7%,-5%,12%,17%,-2%,-7%,8%,-2%
Cc1ccccc1OCC(O)CN1CCN(c2ccc(Cl)cc2)CC1 (stereo not given),-6%,-4%,/,/,/,-14%,-1%,-12%
CN(C)c1ccc(-c2cccc(C3CC=CC4C3C(=O)N(Cc3ccccc3)C4c3ccc4ccccc4c3)c2)cc1 (stereo not given),1%,9%,/,/,/,-5%&-5%,?,-7%&-12%
CCOC(=O)C1=C(Nc2ccccc2)CC(C)(O)C(C(=O)OCC)C1c1ccc(Cl)cc1 (stereo not given),-8%,3%,-13%,-15%,-3%,2%,-10%,2%
Cn1nc(-c2ccc(C(=O)Nc3cccnc3)cc2)c2ccccc2c1=O,0%,1%,1%,-2%,?,-5%,4%,2%
Cc1nc(N)c(C#N)c(-c2cccnc2)c1C,5%,-6%,1%,0%,1%,-2%,?,13%
COc1ccc(N2CCN(CCCNC(=O)c3cc4sccc4n3C)CC2)cc1,-2%,-10%,-3%,-11%,-12%,1%,13%,6%
O=C(Nc1cccc2c1CCCC2)C1CCN(C(=O)NC2CCCCC2)CC1,-3%,-3%,0%,-24%,3%,-6%,-3%,1%
CCOC(=O)c1c(C)c(C(=O)NCC2CCCO2)c(C)n1CC (stereo not given),7%,0%,?,-5%,-1%,3%,-3%,-10%
C=CCn1c(SCC(=O)Nc2cccnc2Cl)nnc1-c1ccc(C(C)(C)C)cc1,/,9%,?,/,2%,-8%,-1%,-1%
O=C1CC(c2ccco2)CC(O)=C1C=NCCN1CCN(C2CC(=O)N(c3ccccc3)C2=O)CC1 (stereo not given),1%,5%,?,-11%,-5%,4%,-1%,0%
CN1CCN(S(=O)(=O)c2ccc(Br)s2)CC1,/,7%,-6%,/,-20%,3%,-6%,12%
N#C/C(=N\Nc1ccc(F)cc1)C(=N)N1CCCCC1,3%,-11%,28µM*,/,-10%,-15%,-2%,-7%
CC(Nc1nc(-c2ccc3c(c2)NC(=O)CO3)cs1)c1ccccc1 (stereo not given),-9%,-14%,6.3µM*,-13%,5%,-20%,-4%,-6%
CCc1ccccc1Cn1c(=O)oc2cccnc21,5%,-12%,?,/,-1%,3%,?,-6%
COc1ccc(C(c2nnnn2C2CCCCC2)N2CCN(c3ccccc3)CC2)cc1 (stereo not given),0%,-14%,4%,2%,10%,-3%,-1%,3%
COc1ccc(NC(=O)CSc2nnc(CNC(=O)c3ccco3)o2)c(OC)c1,2%,5%,?,5%,3%,-4%,9%,-4%
c1csc(-c2nc3ccccn3c2NC2CCCCC2)c1,5%,?,?,-8%,7%,2%,?,15%
O=C(NCc1ccco1)C1(c2ccc(Cl)cc2)CCCC1,2%,1%,-5%,-6%,-1%,-8%,3%,13%
O=C(CSc1nc2ccccc2c(=O)[nH]1)Nc1ccc(C(=O)O)cc1,-1%,-16%,-3%,10%,3%,5%,3%,-3%
Cc1cccc(C(=O)N2CCN(c3ncnc4c3cnn4-c3ccccc3)CC2)c1,-6%,-8%,10µM*,-79%[inhibitor],-4%,0%,-7%,-3%
CCC(Oc1ccccc1)C(=O)Nc1nc2ccccc2[nH]1 (stereo not given),0%,0%,3%,8%,-13%,-3%,4%,0%
Cc1ccc(NC(=O)C(=O)NCCN2CCN(C(=O)C(c3ccccc3)c3ccccc3)CC2)cc1,7%,-1%,9%,-11%,-6%,-3%,-2%,0%
CC1=C(C)CC(C(=O)Nc2ccc(C(N)=O)cc2)C(C(=O)O)C1 (stereo not given),5%,1%,-9%,-5%,-5%,-6%,-8%,-9%
COC(=O)c1ccc(NC(=O)c2c(C(=O)Nc3ccccc3)sc3nc(C)cc(=O)n23)cc1,-9%,-4%,?,25%,3%,1%,-28%,14%
CCCCN(C(=O)NC(=O)Nc1ccccc1OCC)S(C)(=O)=O,1%,-10%,7%,2%,1%,3%,6%,8%
Cc1ccc(NC(=O)C2CCCN2S(=O)(=O)c2ccc(F)cc2)c(C)c1 (stereo not given),9%,3%,10%,-26%,-2%,-12%,4%,?
NNC(=O)c1[nH]c2ccc(Br)cc2c1-c1ccccc1,-21%,-28%,0.16µM*,/,?,-4%,?,3%
CC(=O)c1ccc(OC(=O)c2ccc(Br)o2)cc1,11%,-1%,6%,-1%,3%,-22%,1%,?

# The final 2 entries of the section before lead into the next.
SMILES,GoLoco inh red,GAA glycogen mod,ALDH1A1 inh,SMN2 splice up,GAA inh,aGlu spleen mod,JMJD2E inh,GLA spleen mod
NNC(=O)c1[nH]c2ccc(Br)cc2c1-c1ccccc1,-21%,-28%,0.16µM*,/,?,-4%,?,3%
CC(=O)c1ccc(OC(=O)c2ccc(Br)o2)cc1,11%,-1%,6%,-1%,3%,-22%,1%,?
COc1cccc(OC)c1C(=O)NNC(=O)c1cccc(COc2ccc3c(c2)CCC3)c1,-4%,-10%,20µM*,1.4µM*,-7%,-6%,2%,3%
CC1CCCN(S(=O)(=O)c2ccccc2[N+](=O)[O-])C1 (stereo not given),-10%,9%,4%,-4%,1%,0%,4%,0%
Cc1cccc(N2C(=O)c3cccc(Oc4ccc(Cl)cc4)c3C2=O)c1,-7%,-3%,-6%,-14%,-1%,4%,14%,4%
CCCn1c(SCCN2C(=O)c3ccccc3C2=O)n[nH]c1=O,-7%,13%,-11%,-17%,-5%,-10%,4%,-1%
